Screens from PubChem.
Pf gamet viab: late stage P. falciparum gametocyte viability inhibitors, primary screen, ATP luminescence, HTS; inhibition, % at 10.9 µM; P. falciparum stage V gametocytes, 24 h; hit rate 0.065% among 150,000;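 active = inhibition above the mean plus 3 SD of compounds within the control limits, set per campaign, cut at about 38% in these data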;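 also: 0% = DMSO wells and 100% = medium only without gametocytes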
Mcl1-Noxa inh: Mcl-1/Noxa binding inhibitors, primary screen, biochemical, TR-FRET, 1536-well; Induced myeloid leukemia cell differentiation protein Mcl-1 (Homo sapiens), Q07820; TR-FRET Mcl-1/Noxa peptide binding, 2 h; inhibition, % at 21.7 µM; hit rate 1.5% among 220,000;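 active = compounds that cut the protein-peptide binding signal by more than 50% relative to plate controls in a single-dose test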;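 also: His-tagged Mcl-1 with rhodamine Noxa BH3 peptide and terbium anti-His antibody; 0% = Mcl-1 plus Noxa peptide wells and 100% = peptide-only wells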
Target sequence (Q07820 whole entry, looked up): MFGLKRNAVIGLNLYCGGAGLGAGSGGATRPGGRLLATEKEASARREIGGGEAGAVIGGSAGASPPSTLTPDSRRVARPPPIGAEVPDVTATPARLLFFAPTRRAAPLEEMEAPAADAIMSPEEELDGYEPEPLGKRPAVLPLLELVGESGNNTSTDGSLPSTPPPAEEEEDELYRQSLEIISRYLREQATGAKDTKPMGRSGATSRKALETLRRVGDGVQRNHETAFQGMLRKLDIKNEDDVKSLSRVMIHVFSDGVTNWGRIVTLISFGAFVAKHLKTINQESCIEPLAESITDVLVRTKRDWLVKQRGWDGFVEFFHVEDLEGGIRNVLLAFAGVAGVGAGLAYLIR
HRas wt GTP: modulators of GTP binding to HRas wildtype, primary screen, biochemical, bead-based flow cytometry, multiplex. GST-Ras wt beads, Bodipy-FL-GTP binding; actives lie on both sides. GTPase HRas (Homo sapiens), P01112. GTP binding activity, % at 10 µM. hit rate 0.14% among 190,000;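 active = GTP binding activity at least 20% away from the 100% baseline, either lowered as inhibitor or raised as activator; inconclusive = flagged as likely green fluorescent, judged across all proteins in the well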;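 also: 0% = unlabeled GTP competition control and 100% = no-compound control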
Target sequence (P01112 whole entry, looked up): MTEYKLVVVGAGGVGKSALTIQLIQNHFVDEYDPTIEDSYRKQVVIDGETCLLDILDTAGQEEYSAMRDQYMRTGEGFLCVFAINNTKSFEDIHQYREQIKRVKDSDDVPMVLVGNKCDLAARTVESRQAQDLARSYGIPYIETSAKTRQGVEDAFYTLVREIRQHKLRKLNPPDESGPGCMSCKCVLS
Avidin fluor: green autofluorescence of compounds with avidin beads – biophysical, 488/530 nm, flow cytometry, artefact control, profiling panel; AID 1775, 2009; hit rate 0.38% among 220,000; compound fluorescence 488/530 nm; active compounds read high; fluorescence (KMESF) at 10 µM; in the data active = fluorescence above about 47; also: inactives centre near 10
Bim-Mcl-1: inhibitors of Bim peptide binding to Mcl-1, primary screen, biochemical, bead-based flow cytometry, multiplex; Induced myeloid leukemia cell differentiation protein Mcl-1 (Homo sapiens), Q07820; Bim peptide-Mcl-1 binding; inhibition, % at 10 µM; hit rate 0.1% among 190,000; in the data active = inhibition above about 40%;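 also: 0% = no compound tracer wells and 100% = peptide blocker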
Rac1 act GTP bind: GTP binding modulators of activated mutant Rac1, primary screen, biochemical, bead-based flow cytometry, multiplex, fluorescent GTP; Ras-related C3 botulinum toxin substrate 1 (Homo sapiens), P63000; GST-Rac1 activated beads; actives lie on both sides; 100% means binding = to untreated wells; percent activity (GTP binding), % at 10 µM; hit rate 0.11% among 190,000;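 active = GTP binding at least 20 percentage points away from the 100% baseline, in either direction, so actives lie on both sides; inconclusive = Compound likely fluorescent itself, or too few beads counted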
Cdc42 wt GTP: modulators of GTP binding to wildtype Cdc42, primary screen, biochemical, multiplex bead flow cytometry, Bodipy-GTP; Cell division control protein 42 homolog (Homo sapiens), P60953; GST-Cdc42 beads; actives lie on both sides; percent activity (GTP binding), % at 10 µM; hit rate 0.2% among 190,000;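 active = percent activity GTP binding at least 20 points away from the 100% baseline, either down as inhibitor or up as activator; inconclusive = compound flagged as likely green fluorescent from well-wide comparison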;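 also: median bead fluorescence of bound Bodipy-FL-GTP at 100 nM; 0% = excess unlabeled GTP control and 100% = no compound control; below 100% means less GTP binding so inhibitor and above means activator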
Target sequence (P60953 whole entry, looked up): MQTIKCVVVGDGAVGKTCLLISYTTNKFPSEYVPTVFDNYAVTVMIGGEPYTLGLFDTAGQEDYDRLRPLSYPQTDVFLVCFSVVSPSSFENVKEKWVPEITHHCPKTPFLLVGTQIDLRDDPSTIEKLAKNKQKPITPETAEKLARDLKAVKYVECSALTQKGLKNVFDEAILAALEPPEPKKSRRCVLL
Mcl1-Bid inh: Mcl-1/Bid binding inhibitors, primary screen, biochemical, TR-FRET, 1536-well. Induced myeloid leukemia cell differentiation protein Mcl-1 (Homo sapiens), Q07820. TR-FRET Mcl-1/Bid-Dy647 peptide binding. inhibition, % at 21.7 µM. hit rate 0.97% among 220,000. AID 1021, 2008;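 active = compounds that cut the binding signal by more than half at the single screening dose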;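 also: His-tagged Mcl-1 with europium anti-His antibody binding Bid BH3 peptide; 0% = Mcl-1 plus peptide wells and 100% = peptide-only wells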
Rab2 wt GTP: modulators of GTP binding to Rab2A wildtype, primary screen, biochemical, dog, bead-based flow cytometry, multiplex; Ras-related protein Rab-2A (Canis lupus familiaris), P61105; GST-Rab2 wt beads, Bodipy-GTP binding; GTP binding activity, % at 10 µM; hit rate 0.19% among 190,000;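 active = GTP binding activity at least 20 points away from 100%, either lowered or raised; inconclusive = signal likely due to the compound's own green fluorescence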;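 also: 0% = beads with excess unlabeled GTP and 100% = no-compound control corrected for plate trend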
Rac1 wt GTP bind: wildtype Rac1 GTP binding modulators, primary screen, biochemical, GST-Rac1 beads, flow cytometry, multiplex. Ras-related C3 botulinum toxin substrate 1 (Homo sapiens), P63000. fluorescent GTP binding; actives lie on both sides; 0 = cold GTP competed, 100 = untreated. GTP binding activity (% of control), % at 10 µM. hit rate 0.27% among 190,000. AID 757, 2007;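 active = GTP binding activity at least 20 points away from the 100% control level, either lower or higher; inconclusive = compound flagged as likely green fluorescent, judged across all proteins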
Rab7 wt GTP bind: modulators of GTP binding to Rab7, primary screen, biochemical, wildtype, multiplex bead flow cytometry. Rab7 GTPase wild type (dog), Bodipy-FL-GTP binding. GST-Rab7 beads, fluorescent GTP binding; actives lie on both sides; untreated = 100%, excess cold GTP = 0%. GTP binding activity (percent of control), % at 10 µM. hit rate 0.055% among 190,000. AID 758, 2007;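 active = fluorescent GTP binding to Rab7 beads changed by at least 20 points from the 100% baseline, either direction, mostly lower; inconclusive = compound itself probably fluorescent, or too few beads counted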;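 also: median green fluorescence of bound Bodipy-FL-GTP per Rab7 bead population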
* hit, by the source's call; ? = inconclusive; . = not tested or not shown; & = joins results of further samples.

Start of the data: the first five compounds, to show the layout:
SMILES	Pf gamet viab	Mcl1-Noxa inh	HRas wt GTP	Avidin fluor	Bim-Mcl-1	Rac1 act GTP bind	Cdc42 wt GTP	Mcl1-Bid inh	Rab2 wt GTP	Rac1 wt GTP bind	Rab7 wt GTP bind
Cc1cc(SCC(=O)c2ccccc2)nc(SCC(=O)c2ccccc2)n1	.	-1	95	7	-5	94	98	4	99	100	96
COC(=O)[C@H](C)NC(=O)NC1CCCc2ccccc21 (some centres not stated)	.	21	101	7	-3	100	101	-2	100	101	101
CC1CN(C(=O)c2ccccc2C(=O)c2ncc[nH]2)CC(C)O1 (configuration not stated)	9	20	98	13	0	98	101	13	97	101	96
Nc1nc2n(n1)C(c1ccco1)CC(c1ccc(Cl)cc1)N2 (configuration not stated)	.	1	103	11	-1	100	99	-13	103	104	102
CN(c1ccccc1C(=O)Nc1ccc2c(c1)OCO2)S(C)(=O)=O	.	14	102	22	-2	101	102	2	103	104	102

The whole of this part, from the first entry:
SMILES	Pf gamet viab	Mcl1-Noxa inh	HRas wt GTP	Avidin fluor	Bim-Mcl-1	Rac1 act GTP bind	Cdc42 wt GTP	Mcl1-Bid inh	Rab2 wt GTP	Rac1 wt GTP bind	Rab7 wt GTP bind
Cc1cc(SCC(=O)c2ccccc2)nc(SCC(=O)c2ccccc2)n1	.	-1	95	7	-5	94	98	4	99	100	96
COC(=O)[C@H](C)NC(=O)NC1CCCc2ccccc21 (some centres not stated)	.	21	101	7	-3	100	101	-2	100	101	101
CC1CN(C(=O)c2ccccc2C(=O)c2ncc[nH]2)CC(C)O1 (configuration not stated)	9	20	98	13	0	98	101	13	97	101	96
Nc1nc2n(n1)C(c1ccco1)CC(c1ccc(Cl)cc1)N2 (configuration not stated)	.	1	103	11	-1	100	99	-13	103	104	102
CN(c1ccccc1C(=O)Nc1ccc2c(c1)OCO2)S(C)(=O)=O	.	14	102	22	-2	101	102	2	103	104	102
O=C(NC1CCCCC1)N1CCN(C2CCCCC2)CC1	.	22	95	13	-2	97	96	0	96	100	99
COc1cccc(NC(=O)CCSc2ccc(C)cc2)c1	-4	-1	100	3	-2	99	100	-10	97	100	102
Cn1nc(C(F)(F)F)c(/C=N/OC(=O)c2ccccc2Cl)c1SCc1ccc(Cl)cc1	-2	-7	99	34	-2	97	98	-1	98	100	97
Cc1nonc1OCCNCc1c(C(=O)N(C)C)nc2ccc(Cl)cn12	.	10	101	6	0	100	102	4	103	104	97
Nc1nnc(SCC(=O)Nc2ccc(F)c(Cl)c2)n1-c1ccccc1	-5	16	97	22	0	97	95	-4	96	100	92
O=c1oc2ccccc2cc1-c1ccccc1	9	-19	95	8	8	94	91	-6	96	91	100
O=C1c2ccccc2C(=O)N1OCc1ccccc1	-16	-3	99	14	-1	91	95	13	96	96	97
CCOC(=O)N1CCN(C(=O)Cn2nc(C)c3sc4ccccc4c3c2=O)CC1	.	11	100	6	-3	100	104	5	102	106	103
Cc1ccc(C(=O)N2CCN(c3ccccc3Cl)CC2)cc1[N+](=O)[O-]	-8	19	95	10	-7	91	96	-3	95	94	96
O=C(NC1CCCC1)c1cccc(Oc2ccccc2)c1	9	3	99	7	1	95	99	-5	102	100	108
Cc1sc2ncn(CC(=O)N3CCCCC3)c(=O)c2c1C	.	6	100	9	1	99	104	-20	97	99	104
O=C(NCc1cccnc1)/C(=C/c1ccccc1)NC(=O)c1ccccc1	12	0	95	8	1	95	93	9	95	98	95
c1cncc(-c2nc(N3CCCCCC3)c3ccccc3n2)c1	.	-1	101	18	-1	97	100	4	100	106	103
O=C(COC(=O)/C=C/c1cccc([N+](=O)[O-])c1)NCCCN1CCCC1=O	.	1	99	6	-1	96	96	1	98	99	97
COc1ccc2oc3ccc(OC)cc3c(=O)c2c1	1	-5	104	40	2	101	107	0	104	106	107

Copied from the list:
Rab7 wt GTP bind result of Cc1nonc1OCCNCc1c(C(=O)N(C)C)nc2ccc(Cl)cn12 = 97
Mcl1-Bid inh result of O=C(COC(=O)/C=C/c1cccc([N+](=O)[O-])c1)NCCCN1CCCC1=O = 1

Later entries:
SMILES	Pf gamet viab	Mcl1-Noxa inh	HRas wt GTP	Avidin fluor	Bim-Mcl-1	Rac1 act GTP bind	Cdc42 wt GTP	Mcl1-Bid inh	Rab2 wt GTP	Rac1 wt GTP bind	Rab7 wt GTP bind
COc1ccccc1/C=N/NC(=O)C1=NNC(c2ccccc2)(c2ccccc2)C1	.	1	99	6	-4	97	103	-33	99	103	103
O=C(CNC(=S)NC(=O)C1CCCCC1)c1ccccc1	16	4	?	16	1	?	?	-39	?	?	?
CN(CC(=O)Nc1cccc([N+](=O)[O-])c1)S(=O)(=O)c1ccccc1	2	11	95	10	0	94	96	-12	98	96	105
Cc1ccc(NC(=O)CN2C(=O)S/C(=C\c3cc(C)n(C)c3C)C2=O)cc1	.	12	99	28	-1	97	98	-13	99	101	97
CCCOc1ccc(N2C(=O)CC(N3CCN(C(=O)c4ccco4)CC3)C2=O)cc1 (configuration not stated)	5	6	102	30	-2	101	108	-5	102	102	100
Cc1ccc(NC(=S)N(Cc2ccc(Br)cc2)Cc2ccc(C(=O)O)cc2)cc1C	.	3	102	10	-5	97	97	-7	101	110	105
Cc1ccccc1-n1nc(C)c2cc(C(=O)N3CCOCC3)sc21	5	-21	105	12	-2	100	106	-4	105	103	98
COC(=O)c1sc(S(=O)(=O)Nc2ccc(Br)cc2)c(C(=O)OC)c1C	28	21	99	1	2	95	97	-15	93	100	97
O=C(Nc1ccc(S(=O)(=O)Nc2ncccn2)cc1)C1COc2ccccc2O1 (configuration not stated)	-32	7	97	8	1	95	95	-20	99	94	105
COC(=O)COC(=O)c1ccccc1NC(=O)c1ccccc1	-4	-10	103	15	-3	100	101	-7	101	104	101
COc1ccc(NS(=O)(=O)c2ccc(O)c(C(=O)OCC(=O)NC3CCCCC3)c2)cc1	-15	7	98	9	0	92	95	-32	97	95	105
CSc1nnc(-c2sc3cc(C(F)(F)F)cnc3c2-c2ccccc2)n1C	-20	13	97	10	-3	97	99	-21	99	101	99
O=C1CCCC2=C1C1(CCCCC1)N=C(Nc1nc3ccccc3s1)N2	2	-3	103	5	-4	98	99	-27	99	107	101
CCCCN(CC)CCCNC(=O)c1cc2c(=O)n(C)c3ccccc3c2n1C	.	21	100	22	-3	100	102	6	101	102	102
C/C(=N/NC(=O)Cc1cccn1C)c1ccccc1	.	-4	103	2	0	99	101	-65	105	99	103
Cc1ccc(S(=O)(=O)N2CCN(C(=O)CCC(=O)OCC(=O)Nc3cccc(C#N)c3)CC2)cc1	.	12	102	8	-1	104	101	11	104	108	101
CC1(c2ccccc2)CC(C)(C)N2C(=O)/C(=C3\SC(=S)NC3=O)c3cccc1c32 (configuration not stated)	.	111*	91	14	-9	92	92	93*	91	89	93
CC1Cc2ccccc2N1C(=O)CN1CCc2ccccc2C1 (configuration not stated)	.	0	100	20	0	97	99	-3	99	104	99
COc1ccccc1-n1c(-c2ccccc2)c[n+]2c1CCc1ccccc1-2	-2	-1&-7	95	9&10	-1&2	95	95	-8&50	100	96	108
Clc1cccc(-c2cc3nc4c(c(N5CCNCC5)n3n2)CCCC4)c1	.	29	97	7	-1	102	100	-10	100	102	103
COc1cc(C2c3sc(=O)[nH]c3SC3C4CCC(C4)C23)ccc1O (configuration not stated)	.	33	99	12	-2	96	98	32	98	102	102
O=C(Nc1ccccc1N1CCN(c2ccccc2)CC1)c1ccccc1F	-4	0	95	21	4	95	97	-27	97	97	96
O=C(NCC(=O)N(Cc1ccco1)C(C(=O)NC1CCCCC1)c1cccnc1)c1ccco1 (configuration not stated)	.	-1	101	9	1	100	104	-2	103	105	103
CCOCCOC(=O)c1[nH]c2c(c1C)C(=O)CC(c1ccc(N(C)C)cc1)C2 (configuration not stated)	.	34	105	7	0	103	102	-28	103	109	104
COc1ccc(OCC(O)CN2CCCCC2)cc1 (configuration not stated)	.	2	103	8	0	100	104	-6	105	105	102
Cc1ccc(S(=O)(=O)Nc2ccc(Cl)cc2)cc1NC(=O)Cn1cnc2c1c(=O)n(C)c(=O)n2C	.	-9	96	3	1	97	101	-41	93	96	98
CCC(=O)N1CCN(c2ccc(OC)cc2[N+](=O)[O-])CC1	9	7	97	12	0	96	96	4	96	99	102
C#CCOCCOCCOCCNc1nc(N2CCN(C(=O)[C@H]([C@@H](C)CC)n3cc([C@@H](N)CO)nn3)CC2)nc(N2CCN(C(=O)[C@H](Cc3ccc(O)cc3)n3cc([C@@H](N)C(C)CC)nn3)CC2)n1 (some centres not stated)	.	16	97	5	0	95	96	17	97	98	105
O=[N+]([O-])c1ccc(C(=Nc2cccc3ccccc23)N2CCOCC2)cc1	-23	8	93	36	2	93	94	2	94	94	95
O=C(Nc1cccc(F)c1)c1ccccc1	.	-11	102	32	-4	100	101	-1	103	104	102
CCn1c(=O)c(C(=O)CN2c3ccccc3CC2C)c(N)n(Cc2ccccc2)c1=O (configuration not stated)	.	32	98	16	-3	98	98	-31	98	103	101
CCCCCCC(=O)N/N=C/c1ccc(Br)cc1	12	13	98	14	-6	98	96	-2	98	97	95
Cc1ccc(NC(=O)CCSCCc2ccccn2)cc1	15	13	97	8	0	96	96	-42	98	96	102
